# DDE Tn7 FP inh: disrupts Tn7 cyclic peptide binding to fibrin D-Dimer-E complex | P02675 | 370,000 compounds, 0.13% hits | inhibition, % at 8.3 µM | FP displacement of FITC-Tn7 peptide from fibrin DD(E); 0% = median of compound wells per plate;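 active means inhibition above the mean of compounds falling within the control limits plus 3 SD of them, cut at about 14% in these data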;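 further: 0% = plate median of compound wells and 100% = 10 µM Aha-Tn7 peptide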
#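 Assay system: human fibrin DD(E) protein / Input: 2 µM fibrin DD(E) / Benchmarks: high control of 10 µM Aha-Tn7 peptide / Measured by: fluorescence polarization of the labelled Tn7 tracer / Medium: Tris buffer with calcium and detergent, pH 7.8 / Timing: 10 min compound pre-incubation, 3 h probe incubation at room temperature / Repeats: one replicate per compound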
# LEDGF integ inh: blocks HIV-1 LEDGF/p75-dependent DNA integration; TR-FRET IN-LEDGF/p75 DNA integration, Eu/Cy5; inhibition, % at 3.7 µM; 370,000 compounds, 0.64% hits;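 active means inhibition above the screen-wide mean plus 3 SD, cut at about 13% in these data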;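 further: signal is the Cy5 over europium emission ratio at 671 and 618 nm; 0% = plate median of compound wells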
# TCR CD3 inh: blocks the human TCR-CD3 interaction. TAMRA-labeled TCR probe fluorescence, biochemical. inhibition, % at 9.4 µM. 360,000 compounds, 0.37% hits. AID 651800; in the data active means inhibition above about 19%;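 further: recombinant mutant TCR 2C K166C tagged with TAMRA read by polarization; 0% = receptor in buffer alone and 100% = receptor with positive control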
# UHRF1 MBD2 ctr: blocks human UHRF1 binding to methylated DNA. inhibition, % at 4.4 µM. AID 687016. 370,000 compounds, 0.75% hits. UHRF1 binding to methylated oligo, TR-FRET. Q96T88; in the data active means inhibition above about 21%;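 further: UHRF1 SRA domain binding a hemimethylated CpG hairpin DNA probe; 0% = median of test compound wells and 100% = reference inhibitor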
# TDP2 inh: blocks human TDP2 phosphodiesterase activity; 370,000 compounds, 0.34% hits; recombinant TDP2, T5PNP hydrolysis, p-nitrophenol absorbance 415 nm; inhibition, % at 12.8 µM; O95551;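 active means inhibition above the mean of all tested compounds plus 3 SD, set per campaign, cut at about 25% in these data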;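 further: 0% = DMSO with enzyme and 100% = buffer with substrate but no TDP2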
#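 System – recombinant human TDP2 · Quantity – TDP2 enzyme at 120 nM final · Doses – single concentration, 12.8 µM nominal, with 1% DMSO · Incubation – 2 h at 37 °C · Measured by – epi absorbance of p-nitrophenol freed from T5PNP by hydrolysis · Read-out – % inhibition relative to enzyme-containing and enzyme-free wells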
# PG9 Ab binder: PG9 antibody binding by small molecule | TR-FRET gp120-PG9 antibody binding | 360,000 compounds, 0.43% hits | inhibition, % at 6.7 µM | AID 624416; in the data active means inhibition above about 8.5%
# SIAE primary: blocks human sialic acid acetylesterase. Q9HAT2. 370,000 compounds, 0.69% hits. AID 1053197. SIAE FP-Rh probe binding, fluorescence polarization. inhibition, % at 9.66 µM;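 active means inhibition above a cutoff: mean of compounds within the control limits plus 3 SD of those, cut at about 17% in these data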;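 further: 0% = plate median of compound wells and 100% = probe without SIAE protein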
# Target sequence (Q9HAT2 whole entry, looked up): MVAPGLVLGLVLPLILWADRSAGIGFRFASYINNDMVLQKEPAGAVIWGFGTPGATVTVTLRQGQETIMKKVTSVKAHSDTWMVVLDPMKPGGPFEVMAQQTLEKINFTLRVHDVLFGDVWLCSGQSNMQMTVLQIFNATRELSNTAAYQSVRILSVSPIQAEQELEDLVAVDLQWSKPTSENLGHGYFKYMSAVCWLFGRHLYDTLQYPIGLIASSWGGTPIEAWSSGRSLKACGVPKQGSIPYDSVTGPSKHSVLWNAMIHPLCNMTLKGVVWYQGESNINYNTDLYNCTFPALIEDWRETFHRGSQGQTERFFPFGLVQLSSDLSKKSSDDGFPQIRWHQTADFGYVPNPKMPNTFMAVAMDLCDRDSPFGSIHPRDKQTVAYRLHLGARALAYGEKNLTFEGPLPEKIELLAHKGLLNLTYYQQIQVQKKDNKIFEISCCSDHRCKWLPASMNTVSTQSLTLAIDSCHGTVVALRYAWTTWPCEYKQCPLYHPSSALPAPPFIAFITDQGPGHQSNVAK
# PRMT1 FP inh: blocks human protein arginine methyltransferase 1; Q99873; recombinant PRMT1, activity-based probe fluorescence polarization; inhibition, % at 2.79 µM; 370,000 compounds, 1.3% hits;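 active means inhibition above about 21% made by adding two undisclosed values, limit read from the data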
# Target sequence (Q99873 whole entry, looked up): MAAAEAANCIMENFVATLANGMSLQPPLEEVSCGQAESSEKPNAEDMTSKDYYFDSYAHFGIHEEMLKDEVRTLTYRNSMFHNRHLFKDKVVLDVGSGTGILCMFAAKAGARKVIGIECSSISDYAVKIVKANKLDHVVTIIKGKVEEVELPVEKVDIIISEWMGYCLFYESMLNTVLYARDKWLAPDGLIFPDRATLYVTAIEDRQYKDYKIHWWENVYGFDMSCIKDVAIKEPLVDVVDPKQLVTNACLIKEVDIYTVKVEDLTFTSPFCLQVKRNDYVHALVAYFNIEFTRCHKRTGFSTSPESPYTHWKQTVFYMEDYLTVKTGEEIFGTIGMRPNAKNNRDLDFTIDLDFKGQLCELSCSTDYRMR
# HTRA1 inh: blocks human HTRA1 serine peptidase; Q92743; recombinant HTRA1, FP-rhodamine activity-based probe, fluorescence polarization; inhibition, % at 5.96 µM; 340,000 compounds, 0.5% hits; in the data active means inhibition above about 36%;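 further: 0% = enzyme with DMSO and 100% = wells lacking enzyme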
# mABHD4 FP: ABHD4 (mouse) inhibition, primary FP screen. purified mABHD4, FP-Rh probe fluorescence polarization. AID 720543. 370,000 compounds, 0.54% hits. inhibition, % at 8.92 µM. Q8VD66;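 active means inhibition exceeding the mean over every tested compound plus 3 SD, cut at about 30% in these data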;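 further: 0% = plate median of compound wells and 100% = S159A mutant with DMSO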
#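 system = mouse ABHD4 enzyme, wild type | medium = HEPES pH 7.0, NaCl, Pluronic buffer | also added = FP-Rh probe | incubation = Enzyme–compound pre-incubation 45 min, then probe 60 min, both 25 °C | technique = fluorescence polarization, excitation 525 nm, emission 598 nm, BODIPY TMR filters | controls = S159A mutant high control, sample median low control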
# The depositor's hits bear a star; . = not tested or not shown. Rows were taken by chance; 4.2% or so of the library scored in one or more.
SMILES,DDE Tn7 FP inh,LEDGF integ inh,TCR CD3 inh,UHRF1 MBD2 ctr,TDP2 inh,PG9 Ab binder,SIAE primary,PRMT1 FP inh,HTRA1 inh,mABHD4 FP
Cc1ccc(C(=O)c2c3ccc(C(F)(F)F)cc3[n+]([O-])n2CCCN)cc1,1,-3,-1,-8,8,-0.1,1,-3,6,1
COc1ccc(-n2c(SCC(=O)Nc3ccc(Oc4ccccc4)cc3)nnc2-c2ccco2)cc1,6,0,.,-1,-7,.,-5,-5,.,-1
CCOC(=O)C1CCN(C(=O)CNC(=O)OC(C)(C)C)CC1,-2,-1,6,1,6,0.9,8,0,-1,-4
Cc1nc(C)n(CC(=O)c2ccc(Cl)cc2Cl)n1,7,-2,-6,4,2,1.0,-1,6,3,1
CCOC(=O)CSc1nc(C)c2ccccc2n1,-4,2,8,1,-4,-0.6,0,0,-1,2
O=C1/C(=C/c2cccc(Br)c2)SC(=S)N1/N=C/c1cc([N+](=O)[O-])ccc1O,1,-3,1,-2,10,-0.4,2,10,17,13
COc1cc(Cn2ccnc2)c(OC)cc1Cn1ccnc1,-1,2,4,-1,9,-2.2,-3,0,-5,5
COC(=O)c1c(NC(C)=O)sc(C(=O)N2CCOCC2)c1C,-1,-3,7,-1,4,0.9,-2,3,-5,2
COc1ccc(-c2cc3nc(NCCOc4ccccc4)ccn3n2)cc1,3,-4,-6,0,-1,0.6,-8,-1,.,-29
C/C(=N\NC(=S)NCCc1ccccc1)c1ccc(Cl)cc1Cl,2,3,-4,-3,10,-0.7,-2,0,-23,-8

# Part of the list above, reformatted.
structure | DDE Tn7 FP inh | LEDGF integ inh | TCR CD3 inh | UHRF1 MBD2 ctr | TDP2 inh | PG9 Ab binder | SIAE primary | PRMT1 FP inh | HTRA1 inh | mABHD4 FP
COC(=O)c1c(NC(C)=O)sc(C(=O)N2CCOCC2)c1C | -1 | -3 | 7 | -1 | 4 | 0.9 | -2 | 3 | -5 | 2
COc1ccc(-c2cc3nc(NCCOc4ccccc4)ccn3n2)cc1 | 3 | -4 | -6 | 0 | -1 | 0.6 | -8 | -1 | . | -29
C/C(=N\NC(=S)NCCc1ccccc1)c1ccc(Cl)cc1Cl | 2 | 3 | -4 | -3 | 10 | -0.7 | -2 | 0 | -23 | -8

# Additional results:
SMILES,DDE Tn7 FP inh,LEDGF integ inh,TCR CD3 inh,UHRF1 MBD2 ctr,TDP2 inh,PG9 Ab binder,SIAE primary,PRMT1 FP inh,HTRA1 inh,mABHD4 FP
CCC(=O)Nc1ccc2c(c1)C(=O)N(C)[C@@H]1CC[C@@H](CC(=O)NCCc3ccccc3)O[C@H]1CO2,-2,-3,.,-1,3,.,1,1,.,0
CC1CCN(C(=O)COC(=O)c2cc3ccccc3oc2=O)CC1,-3,2,-4,2,3,2.2,-2,-3,1,0
COCCNC(=S)Nc1ccc([N+](=O)[O-])cc1C,1,-3,-1,-1,23,-1.8,7,4,1,-3
COc1ccc(C(=O)c2ccc(Cl)cc2Cl)cc1,7,-5,9,-3,-3,-2.2,2,0,-7,-9
O=C(NC(=S)Nc1nc2ccccc2s1)c1ccco1,-4,-2,7,-4,-7,-0.9,-5,3,-7,-2
COc1ccccc1NS(=O)(=O)c1ccc2oc(SC(C)C(=O)N3CCNC3=O)nc2c1 (centres undefined),-4,-5,8,1,-12,1.3,7,4,0,6
CC(=O)Nc1ccc(NC(=O)C(C)N2CCN(S(=O)(=O)c3ccc(C)cc3)CC2)cc1 (centres undefined),-4,4,2,3,0,-2.6,1,-5,3,0
Cn1c(CSCc2ccc(F)cc2)nnc1SCC(=O)Nc1cccc(C(=O)O)c1,-3,2,4,0,-9,-3.2,-1,-10,3,-5
COc1ccc(CC(=O)NNC(=O)c2cccnc2)cc1OC,11,0,-6,5,4,-2.4,-3,3,9,-1
Cc1nc(NC(=O)c2ccccc2)sc1-c1cc(C(=O)N2CCOCC2)nn1CCO,1,-2,8,-1,8,-0.3,-2,0,.,5
C/C(=N\NC(=O)c1ccc(CSc2cccc3cccnc23)cc1)C1CCCCC1,3,2,-1,-7,-1,1.5,-6,0,-25,-13
CC(=O)c1cccc(CN2CCCC(CCC(=O)NCc3ccc(F)c(F)c3)C2)c1 (centres undefined),4,1,0,11,9,0.8,4,-2,-1,3
Cc1ccccc1C(OCCN(C(C)C)C(C)C)c1ccccc1 (centres undefined),-4,-1,-4,4,16,0.7,3,-1,-3,10
COCCn1c(CN(C)Cc2ccccc2)nc2c1c(=O)n(C)c(=O)n2C,-3,2,11,0,0,-0.5,1,5,-4,6
Cc1ccc(S(=O)(=O)N2CC(O)C[C@H]2C(=O)OCC(=O)Nc2ccc(N3CCCCC3)cc2)cc1C (some centres undefined),3,0,3,-1,10,-0.5,12,3,-5,7
COc1ccc(C2C(C(C)=O)=C(O)C(=O)N2c2ccc(F)cc2)cc1 (centres undefined),-6,-2,1,-1,4,1.6,1,4,0,2
C/C(=N/OC(=O)c1ccc(C)cc1)c1cccs1,12,0,-2,0,9,-1.6,-4,1,-4,-1
O=c1[nH]n2c(=O)c3c([nH]c2c1N=Nc1cccc(Cl)c1)CCCC3,6,4,-8,-2,-24,-4.6,-4,5,17,19
CCCC(=O)Nc1nc2c(C)c(Cl)ccc2s1,4,0,1,1,15,-1.2,0,1,-7,-2
CCOC(=O)c1c(C)[nH]c(C(=O)COC(=O)c2ccccc2NC(=O)c2ccco2)c1C,10,3,-1,-2,-1,-0.6,1,-3,-5,-3
CC(=O)N1CCc2c(sc(NC(=O)Cc3ccccc3)c2C(N)=O)C1,-3,-1,15,-2,1,-1.8,-8,2,6,1
NC(=O)c1cnn2c(C(F)(F)F)cc(-c3ccccc3)nc12,-9,-2,5,-5,-4,-1.2,2,0,5,3
CCOC(=O)c1ccc(S(=O)(=O)Nc2ccc3cn[nH]c3c2)cc1,1,0,4,-2,1,0.3,-3,-3,-3,2
COc1ccc(CCNC(=O)CCC2COc3ccccc3O2)cc1OC (centres undefined),-2,0,-3,1,2,-0.1,3,0,2,9
Oc1ccccc1/C=N/NC(=S)NCCc1ccccc1,0,-1,7,-3,-4,0.2,11,1,18,6
CCc1n[nH]c2c1/C(=N\O)CC(C)(C)C2,3,-1,-9,5,-1,0.0,-7,1,0,-18
CCOC(=O)c1c(N)sc(C(C)=O)c1C,3,-2,-2,0,-13,0.8,4,12,4,-2
CN(C)c1ccc(NC(=O)c2ccc(N3CCOCC3)nc2)cc1,-4,1,2,-1,-11,-19,1,-7,16,2
Cc1ccc(S(=O)(=O)N2CCN(CC(=O)NCC3(N4CCOCC4)CCCCC3)CC2)cc1,3,1,1,1,-4,-0.4,-1,-1,-1,2
COC(=O)c1sc(-c2ccccc2)cc1NC(=O)c1ccccc1,-1,3,8,-8,1,-1.9,-7,0,0,-4
Cn1c(CNC(=O)c2ccc(Cl)c(Cl)c2)nnc1SCC(=O)Nc1sc2c(c1C#N)CCCC2,1,7,-2,2,-11,-0.9,15,-2,-2,-6
Nc1[nH]c(C(=O)c2ccc(Br)cc2)c(-c2c(F)cccc2F)c1C(=O)NCCc1c[nH]c2ccccc12,7,0,1,0,6,-2.1,7,0,.,29
CCOC(=O)C1C(=O)C=C(c2cccc(NS(C)(=O)=O)c2)CC1c1ccco1 (centres undefined),-4,-1,3,-3,5,-0.5,8,6,-6,-6
Cn1cc(CNCc2cnc3ccccn23)c(-c2ccc(Oc3ccccc3)cc2)n1,2,7,6,-3,-6,-2.7,-2,0,-5,-9
CC1CCC2(CC1)NC(=O)N(CC(=O)Nc1cccc(S(=O)(=O)N3CCOCC3)c1)C2=O (centres undefined),3,-8,-1,4,-10,-1.4,-1,1,0,3
COc1ccc(CNC(=O)C2CCC(CNS(=O)(=O)c3cccs3)CC2)cc1 (centres undefined),1,0,5,1,8,0.6,2,0,4,-1
Cc1c(-c2ccccc2)oc2c(C(=O)OCC(=O)Nc3ccc(F)cc3)cccc2c1=O,4,-3,4,-1,5,-0.6,-5,-2,-8,0
Cc1cc(=O)oc2cc(Oc3ncccc3[N+](=O)[O-])ccc12,-6,1,0,-1,-2,-1.0,11,-3,-3,0
COc1ccc2c(c1)[nH]c1c(=O)n(/N=C/c3ccc(OC)c(CN4CCCC4)c3)cnc12,-8,2,0,-3,-7,-2.1,-5,-5,-9,0
CCCS(=O)(=O)N1CCC(C(=O)NCCC(C)C)CC1,-2,-12,-2,0,-2,-0.8,0,7,-1,0
O=C(Nc1nnc(-c2ccccc2Cl)s1)c1ccccc1F,1,7,11,0,-12,-0.7,-6,-5,1,-6
c1ccc(CCn2c(SCc3ccccc3)nnc2-c2ccncc2)cc1,0,0,-11,3,-15,-0.6,-4,-2,5,-10
C[C@H](CO)N1C[C@H](C)[C@@H](CN(C)S(=O)(=O)c2ccccc2)Oc2c(NS(=O)(=O)c3ccccc3)cccc2C1=O,-7,1,3,-2,5,-1.3,4,-3,-4,-4
CC(C)C(NS(=O)(=O)c1cccc(C(F)(F)F)c1)C(=O)NCc1cccs1 (centres undefined),1,-4,-5,0,5,0.3,2,1,0,6
COc1ccc(C2CC(c3cccs3)=NN2C(=O)CN2CCCCC2)cc1 (centres undefined),0,-8,5,4,-4,-1.5,0,3,.,-2
Cc1ccc(NS(=O)(=O)c2cc(Br)cnc2N)c(Cl)c1,0,-1,5,0,17,1.1,0,-1,-2,-8
CC[C@@H]1[C@H]2CCCC(=O)N3CC[C@@H](C[C@@H]1OC(=O)NCc1ccccc1)[C@@H]23,0,-3,1,-1,-5,-0.8,0,-3,3,3
O=C(CCN1C(=O)c2ccccc2C1=O)Nc1ccc(F)cc1F,-12,4,0,2,-4,0.3,-6,-3,0,4
COc1ccccc1/C=C/C(=O)NC(=S)N1CCN(C)CC1,10,-1,-12,2,4,-0.5,-4,-1,6,-1
CCCC(CCC)C(=O)NNc1cc(=O)c2c(=O)n(C)c(=O)n(C)c2[nH]1,-5,3,-6,1,-1,1.0,1,2,2,4

# More results:
SMILES,DDE Tn7 FP inh,LEDGF integ inh,TCR CD3 inh,UHRF1 MBD2 ctr,TDP2 inh,PG9 Ab binder,SIAE primary,PRMT1 FP inh,HTRA1 inh,mABHD4 FP
O=S(=O)(NCCCSc1ccccc1)c1ccccc1F,-5,-4,-8,-3,-2,-0.6,-2,3,-8,1
Cc1[nH]c2ccc(-c3n[nH]c(=S)n3-c3ccccc3)cc2c1C,-3,2,2,1,-2,1.0,-3,17,0,-7
CCOc1cc(C2NC(=O)NC(C)=C2C(C)=O)cc(Cl)c1OCC(=O)O (centres undefined),6,0,-7,-1,11,1.7,-4,1,4,-8
O=C(CSc1nnc2ccccn12)NCCc1ccc(F)cc1,-2,3,5,-2,4,1.3,3,2,-4,2
CS(=O)(=O)Nc1ccc(C(=O)N2CCN(c3ccccc3F)CC2)cc1,3,4,5,2,-14,-1.2,3,-4,6,-5

# Bioassay records as filed in PubChem.
